# LGR2 antag = inhibitors of bursicon-induced Drosophila LGR2 receptor cAMP signaling | HEK293 LGR2, CRE-luciferase, bursicon-stimulated, 4 h | inhibition, % at 9.99 µM | hit rate 0.35% among 380,000 | AID 720647;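 active = drop in luminescence signal, shown as inhibition above about 50% in the replicate tests, limit read from the data, passing the limit was not always enough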;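 also: agonist challenge used bursicon conditioned medium at about half maximal strength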
# PGC1a acetyl inh = lowers PGC1a acetylation signal in U2OS cells; AlphaScreen anti-acetyl-lysine; with virally co-expressed GCN5 acetyltransferase; inhibition, % at 15.6 µM; hit rate 0.17% among 350,000; AID 651687;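 active = every replicate shows inhibition of at least 40%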;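 also: 0% = neutral control wells and 100% = positive control wells; some results beyond the cut were filed as inactive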
# SIRT5 inh = blocks human SIRT5 desuccinylation of peptide | Q9NXA8 | Purified SirT5, succinyl-peptide AMC, trypsin-coupled fluorescence | inhibition, % at 15 µM | hit rate 1.1% among 330,000 | AID 652115; in the data active = inhibition above about 15%
# C2C12 statin = suppression of simvastatin myotoxicity. rescue of ATP level, % at 7.49 µM. AID 602340. C2C12 myotubes + simvastatin, ATP luminescence, 48 h; scaled: DMSO 0, geranylgeraniol control 100. hit rate 0.78% among 330,000;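 active = mean ATP rescue above about 67%, or every replicate alone reaching that limit, limit read from the data, passing the limit was not always enough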;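 also: myotubes were challenged with 10 µM simvastatin during compound exposure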
# S100A4 inh HTS = S100A4-myosin IIA interaction inhibition | P26447 | S100A4/TAMRA-MyoIIA peptide fluorescence polarization | inhibition, % at 10.7 µM | hit rate 0.14% among 360,000;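 active = mean inhibition of at least 70% across replicates, with every replicate also reaching that level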
# Target sequence (P26447 whole entry, looked up): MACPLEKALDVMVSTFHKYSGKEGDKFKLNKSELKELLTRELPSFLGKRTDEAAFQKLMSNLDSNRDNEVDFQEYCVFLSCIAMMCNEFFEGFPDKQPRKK
#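 Material: S100A4 monomer protein / Buffer or medium: 50 mM HEPES pH 7.2, 10 mM CaCl2, 100 mM KCl / Times: 5 min incubation before reading / Benchmarks: neutral control DMSO, positive control TFP / Reagent: labelled myosin peptide probe, 5 nM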
# ERAP1 inh = ERAP1 (human) enzyme inhibition. hit rate 0.15% among 340,000. Q9NZ08. recombinant ERAP1, Leu-AMC fluorescence, 60 min. inhibition, % at 10.7 µM;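 active = mean replicate inhibition of at least 30%, or all replicates individually reaching that 30% level; inactive = mean below 30% and not every replicate reaching it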;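 also: 0% = neutral control wells and 100% = L-leucinethiol positive control wells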
# Target sequence (Q9NZ08 whole entry, looked up): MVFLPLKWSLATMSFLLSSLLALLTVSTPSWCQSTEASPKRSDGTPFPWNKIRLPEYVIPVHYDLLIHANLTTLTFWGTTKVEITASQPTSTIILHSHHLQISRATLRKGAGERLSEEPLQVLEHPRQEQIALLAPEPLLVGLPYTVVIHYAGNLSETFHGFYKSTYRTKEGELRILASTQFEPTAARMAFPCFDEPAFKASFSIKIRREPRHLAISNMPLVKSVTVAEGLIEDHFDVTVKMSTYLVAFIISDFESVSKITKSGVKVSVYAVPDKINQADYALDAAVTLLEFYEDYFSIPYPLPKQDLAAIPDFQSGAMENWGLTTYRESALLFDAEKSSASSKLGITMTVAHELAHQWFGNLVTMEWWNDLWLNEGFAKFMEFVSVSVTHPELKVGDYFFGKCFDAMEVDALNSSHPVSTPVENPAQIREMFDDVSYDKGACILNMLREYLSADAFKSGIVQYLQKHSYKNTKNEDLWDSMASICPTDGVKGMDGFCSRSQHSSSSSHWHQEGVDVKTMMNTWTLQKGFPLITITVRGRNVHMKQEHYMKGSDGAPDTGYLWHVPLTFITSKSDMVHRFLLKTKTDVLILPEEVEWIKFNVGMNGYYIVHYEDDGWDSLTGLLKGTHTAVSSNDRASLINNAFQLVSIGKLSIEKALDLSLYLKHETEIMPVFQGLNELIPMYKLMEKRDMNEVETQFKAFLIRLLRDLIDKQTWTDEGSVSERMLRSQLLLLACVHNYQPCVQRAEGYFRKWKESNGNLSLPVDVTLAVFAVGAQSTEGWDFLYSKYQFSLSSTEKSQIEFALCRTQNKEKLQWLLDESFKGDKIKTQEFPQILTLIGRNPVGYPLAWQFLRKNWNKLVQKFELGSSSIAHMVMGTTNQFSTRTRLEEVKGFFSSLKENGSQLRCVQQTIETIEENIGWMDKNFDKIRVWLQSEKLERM
# Cneo AK release = causes C. neoformans cell lysis | lysis activity, % at 15 µM | hit rate 0.2% among 360,000 | adenylate kinase release luminescence, 4 h; normalised: neutral wells 0, clomiphene wells 100 | AID 651654;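 active = mean lysis activity across replicates of at least 80%, whatever share of replicates individually reach that level; inactive = mean lysis activity below 80%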
#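 Test system: log-phase Cryptococcus neoformans yeast cells; Quantity: yeast cell density of 5 × 10^6 cells/mL; Buffer or medium: YPD; Doses: single compound concentration per well; Timing: 4 h at 37 °C static, read 1 h later; Measured by: AK luminescence; Read-out basis: lysis from increased AK signal; Control set: Clomiphene as positive control.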
# Xi reactivation = activators of X-chromosome reactivation in mouse fibroblasts | hit rate 0.055% among 360,000 | XiGFP mouse fibroblasts, % GFP-positive cells imaging, 3 d; cells co-treated with 5-aza-dC sensitizer; scaled so ellipticine positive control = 100% | activation, % at 7.58 µM;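 active = mean normalized replicate activation at least 10% and every replicate at or above 10%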;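 also: 0% = median of on-plate neutral control wells and 100% = ellipticine 6 µM median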
#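 Material: XiGFP fibroblasts, SV40-immortalized. Buffer or medium: DMEM plus 5-aza-dC sensitizer. Compound: single concentration per compound, delivered by pin transfer. Times: 3 days compound exposure. Controls: ellipticine 6 µM.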
# * marks the source's active call; other numbers are inactive results; x = not tested or not shown; & = joins results of further samples. These rows are one share of the data (hit frequency here may not be typical).
SMILES,LGR2 antag,PGC1a acetyl inh,SIRT5 inh,C2C12 statin,S100A4 inh HTS,ERAP1 inh,Cneo AK release,Xi reactivation
CN1CCN(C(=O)[C@@H]2[C@@H](CO)[C@@H]3Cn4c(cccc4=O)[C@H]2N3Cc2ccncc2)CC1,-2,x,1,-18,3,-1,-3,0.6
CC(C)CC#Cc1ccc2c(c1)O[C@@H](CN(C)Cc1ccncc1)[C@H](C)CN([C@@H](C)CO)S2(=O)=O,5,2,2,-72,-31,3,2,-0.4
Cc1ccc(NC(Cc2cc(C)no2)c2ccccc2)cc1 (centres undefined),-22,2,x,-1,x,x,-1,1.4
O=C(C[C@H]1C=C[C@H](NC(=O)c2cccc(F)c2)[C@@H](CO)O1)NCc1ccccc1,7,-3,7,2,-1,1,56,0.3
C[C@@H]1CN([C@@H](C)CO)C(=O)c2cc(NC(=O)Cn3cnnn3)ccc2O[C@@H]1CN(C)S(=O)(=O)c1ccccc1,21,-2,-6,-12,-8,0,x,0.3
COCCNC(=O)C1CCCN(C(=O)Cc2cccc3ccccc23)CC1 (centres undefined),4,12,x,-49,-5,0,0,0.2
O=C(Nc1ccncc1)c1ccc2ccccc2c1,-51,-2,x,x,-1,-4,x,0.3
Cc1ccc(S(=O)(=O)N[C@H]2CC[C@H](CC(=O)NCCCN(C)C)O[C@H]2CO)cc1,14,-10,0,-4,4,0,3,0.3
COc1cc(/C=C/C(=O)O)ccc1OS(=O)(=O)c1cc(Br)ccc1C,-2,-2,-3,-1,-2,-3,1,0.4
O=C(NCc1ccccc1Cl)c1ccc[nH]1,x,x,0,-2,-5,0,-2,0.4
COc1cccc(C#Cc2ccc3c(c2)O[C@@H](CN(C)S(=O)(=O)c2ccccc2F)[C@@H](C)CN([C@@H](C)CO)S3(=O)=O)c1,-6,4,4,33,-9,1,-1,-0.5
CN(C)S(=O)(=O)c1ccc(C(=O)N2CCN=C2SCc2ccccc2)cc1,10,-3,-4,x,-3,0,-3,0.2
COC(=O)C[C@H]1CC[C@H]2[C@@H](COc3ccc(NS(=O)(=O)c4ccccc4Cl)cc3C(=O)N2C)O1,-1,1,0,x,-12,0,x,0.0
CC1CCN(c2nc3c(c(=O)[nH]c(=O)n3C)n2CCSc2ncccn2)CC1,13,x,-6,-4,-1,-10,1,0.0
CC(C)[C@H](NC(=O)c1c(F)cccc1F)C(=O)Nc1cccc(Br)c1,13,x,-2,5,3,-2,-1,0.1
NS(=O)(=O)c1ccc(NC(=S)N2CCN(c3ccc(Cl)c(Cl)c3)CC2)cc1,-11,-4,x,13,x,x,-2,0.0
Cc1ccc(NS(=O)(=O)c2cccc(C(=O)O)c2)cc1S(=O)(=O)N1CCOCC1,-1,x,0,x,-8,2,x,0.8
CC=Cc1ccc2n(c1=O)C[C@@H]1[C@@H](CO)[C@H](C(=O)NCC)N(Cc3nccs3)[C@H]21 (mixture of isomers),-9,x,-4,9,44,1,-1,-0.1
COc1cccc(CC(=O)Nc2ccc(-c3csc(C)n3)cc2)c1,-12,-7,3,0,3,x,-4,0.2
CC(C)Cc1cc(C(=O)Nc2cc(Br)ccc2O)no1,x,x,-2,11,0,-3,1,0.0
CCOC(=O)c1c(C)nn(-c2ncccc2NC(=O)NC(C)C)c1C,6,0,-5,0,7,-3,3,0.3
C[C@@H]1CN([C@H](C)CO)C(=O)c2cc(NS(C)(=O)=O)ccc2O[C@H]1CN(C)S(=O)(=O)c1ccc(F)cc1,-15,7,2,-36,2,0,-3,-0.1
O=C(C(Cl)Cl)N1CCN(Cc2ccccc2)CC1,-6,x,1,x,-7,-1,x,0.2
C=CCSc1nc2c(N)ncnc2n1C1OC(CO)C(O)C1O (centres undefined),20,x,0,3,-4,1,1,0.1
COC(=O)C[C@H]1CC[C@H]2[C@H](COc3ccc(NC(=O)c4cccs4)cc3C(=O)N2C)O1,-13,2,x,-25,x,x,1,0.2
Cc1cccc(C)c1NC(=O)C1CC2CCC1C2 (centres undefined),-5,-2,-4,x,1,5,1,0.1
Cc1ccc(NC(=O)CCC(=O)c2cc(C)sc2C)nc1,-1,x,5,6,2,0,x,0.3
O=C1CC(NNC(=O)c2ccc(Br)cc2)C(=O)N1 (centres undefined),1,2,0,7,-8,-1,-7,0.3
CO[C@@H]1CN(C)C(=O)c2cc(NC(=O)NC3CCCC3)ccc2OC[C@@H](C)N(CC2CC2)C[C@@H]1C,-9,2,0,x,15,1,x,-0.1
O=C(Cc1ccccc1)N1C[C@H]2[C@@H](c3ccccc31)[C@@H](CO)N2C(=O)C1CCOCC1,-7,4,-1,-7,-41,0,-11,0.0

# 3 entries out of the list above, arranged by their value in S100A4 inh HTS, largest number first.
SMILES	S100A4 inh HTS
CO[C@@H]1CN(C)C(=O)c2cc(NC(=O)NC3CCCC3)ccc2OC[C@@H](C)N(CC2CC2)C[C@@H]1C	15
O=C(Nc1ccncc1)c1ccc2ccccc2c1	-1
Cc1ccc(NS(=O)(=O)c2cccc(C(=O)O)c2)cc1S(=O)(=O)N1CCOCC1	-8

# The results go on.
SMILES,LGR2 antag,PGC1a acetyl inh,SIRT5 inh,C2C12 statin,S100A4 inh HTS,ERAP1 inh,Cneo AK release,Xi reactivation
CSc1ccccc1NC(=O)CN(C)C(=O)C1CC(=O)N(C(C)c2ccccc2)C1 (centres undefined),5,x,-3,-1,-2,1,0,-0.1
C[C@@H]1CCCCO[C@@H](CN(C)Cc2ccc3c(c2)OCO3)[C@H](C)CN([C@H](C)CO)C(=O)c2cc(NC(=O)Nc3ccc(F)cc3)ccc2O1,-4,-17,6,-602,5,1,5,-1.2
CO[C@H]1CN(C)C(=O)c2cc(NC(=O)c3cc(C)on3)ccc2OC[C@@H](C)NC[C@@H]1C,7,19,-2,-3,3,x,-4,0.3
O=C(CSc1nnnn1-c1ccc2c(c1)OCCO2)N1CCN(C(=O)c2ccco2)CC1,-16,x,10,x,-4,-3,x,0.0
CC(=O)c1ccc(N2C(=NC(=O)C3CCCO3)SC3CS(=O)(=O)CC32)cc1 (centres undefined),10,9,1,11,7,1,2,0.0
CC(Sc1ccc(Cl)cc1)C(=O)NNC(=O)c1ccccc1O (centres undefined),-17,7,-3,13,-2,-3,-1,0.2
CCCCCNC(=O)C(CCc1ccccc1)n1c(=O)c(-c2cc3ccccc3[nH]2)nc2ccccc21 (centres undefined),9,x,-4,x,-1,x,x,0.0
O=C(Nc1cccc2ncccc12)c1ccc(Br)c([N+](=O)[O-])c1,5,x,1,x,-4,2,x,0.1
Cc1nc(C)c(C(=O)OCC(=O)N(C)c2ccccc2)s1,2,x,3,12,8,1,3,0.2
COc1cccc(-c2ccc(CC[C@H]3O[C@H]4CC[C@H](CO)O[C@H]4C[C@@H]3NC(=O)c3cnccn3)cc2)c1,x,-6,-1,x,-62,2,x,x
O=C(CN1CCC(O)(c2ccc3c(c2)OCO3)CC1)NC1CCCCC1,-13,8,1,8,0,0,2,0.2
CCN1C(=O)[C@H]2[C@H]3CN=C(SCc4ccc(C#N)cc4)N3[C@@](CC)(C(=O)OC)[C@H]2C1=O,13,-4,-4,7,1,7,1,0.1
C(CCc1nn[nH]n1)CCC1CCCCC1,-3,3,1,10,5,-6,x,0.0
CC(C)CNC(=O)C1(C)CCCN1C(=O)c1cccnc1 (centres undefined),2,4,1,9,1,-2,0,0.3
O=C(Nc1ccc2c(c1)OCO2)N1CCN(Cc2ccco2)CC1,-1,x,-2,x,1,0,x,0.1
C[C@H](CO)N1C[C@H](C)[C@H](CN(C)C(=O)Nc2ccc3c(c2)OCO3)Oc2ccc(NC(=O)NC3CCCCC3)cc2CC1=O,-9,1,6,-6,7,1,51,0.1
CC(NC(=O)c1ccccc1F)c1nnc(SCC(=O)Nc2nnc(C3CC3)s2)n1C (centres undefined),3,x,-6,x,93*,3,4,0.3
Cc1ccc2[nH]c(CNC(=O)C3CCCCC3)cc2c1,-16,-4,-1,-5,0,1,0,-0.1
COc1cccc(C(=O)Nc2ccc3c(c2)OC[C@@H](C)N(C(=O)C2CCCC2)C[C@H](C)[C@@H](OC)CN(C)C3=O)c1,1,x,2,-31,-5,0,-5,0.1
Cc1cccc(NC(=O)CSc2cc(C(=O)c3nccn3C)c3ccccc3n2)c1,0,x,8,x,4,-1,x,-0.1
NC(=O)c1ccc2c(c1)S(=O)(=O)c1ccccc1C2=O,-5,x,-3,-8,-6,4,-4,0.0
COc1cccc(-c2ccccc2[C@H]2[C@@H](CO)N(C(=O)Cc3ccccc3)[C@H]2C#N)c1,12,-9,2,x,-15,2,x,0.0
O=C(C[C@@H]1CC[C@@H]2[C@H](COC[C@@H](O)CN2Cc2cccc(Cl)c2)O1)NCc1cccc(F)c1,13,-14,3,0,-4,-1,-8,0.4
O=C(CN1C(=O)NC2(CCCCCC2)C1=O)Nc1cccc(F)c1,-12,2,2,-4,-4,-1,0,0.2
COc1cccc(Cn2nnc(C(=O)NCc3ccccc3Cl)c2N)c1,-6,0,-2,10,17,-1,0,0.2
CC1(C)C2([N+](=O)[O-])CN3CC1([N+](=O)[O-])CN(C2)C3c1ccc(O)c(O)c1 (centres undefined),0,-9,-3,x,-3,-3,x,-0.1
N#Cc1cccc(-c2ccc(C3[C@H]4CNC[C@@H]3N4C(=O)Nc3ccc(F)cc3)cc2)c1 (some centres undefined),7&4,6,-3&3,x,-19&-10,1&2,x,0.1&0.0
c1cc2c3c(cccc3c1)C(N1CCOCC1)=N2,10,-10,5,1,5,4,-3,0.4
C[C@H](CO)N1C[C@H](C)[C@H](CN(C)S(=O)(=O)c2cn(C)cn2)Oc2ccc(NC(=O)Nc3ccccc3)cc2C1=O,6,-13,-1,x,1,0,-3,0.2
O=C(NNC(=O)c1cc2ccccc2cc1O)c1cccs1,-83,x,-5,x,2,2,x,0.0
C[C@@H]1CCCCO[C@@H](CN(C)S(=O)(=O)c2cccs2)[C@H](C)CN([C@@H](C)CO)C(=O)c2cc(NS(=O)(=O)c3ccccc3)ccc2O1,-5,-16,2,x,-15,-7,2,-0.1
CCN(C(=O)c1ccc(NC(=O)c2ccco2)cc1)c1ccccc1,19,4,-3,-23,-1,4,0,0.1
Cc1ccc(SCc2nn(C)c(Cl)c2C=O)cc1,-48,-3,-3,4,-2,-3,-1,0.0
CCCNC(=O)N1[C@H](C#N)[C@H](c2ccc(-c3cccc(OC)c3)cc2)[C@H]1CO,13,0,-2,25,-2,3,-4,0.2
COc1ccccc1N1C(=N)S/C(=C\c2ccc(-c3ccccc3C(=O)O)o2)C1=O,x,x,4,6,6,-2,x,0.3
O=C1C(Cl)=C(NS(=O)(=O)c2ccc([N+](=O)[O-])cc2)C(=O)c2ccccc21,-4,13,-2,x,-1,3,x,-0.1
COc1ccc(NC(=O)c2cc(-c3cc(Cl)ccc3C)n[nH]2)c(OC)c1,9,x,6,-14,-4,3,-2,6.4

# High-throughput results as filed in PubChem BioAssay.
